Screens as filed in PubChem.
MBNL1 CUG block: qHTS Assay for Inhibitors of MBNL1-poly(CUG) RNA binding; Muscleblind-like protein 1 (Homo sapiens), Q9NR56; TR-FRET MBNL1-His/biotin-(CUG)12 binding, 665/545 ratio; Potency, µM (titrated, usually from 57.5 µM), without a hit: top-dose activity change, negative = inhibition, actives largely listed as inhibitors; 280,000 tested, 0.036% active; active = well fitted inhibition curve with a large enough effect in the signal ratio, with a control signal flat, not every such curve was filed as active; inconclusive = small, poorly fitted or top-dose-only effect, or effect the other way, or a change in a side signal; inactive = no such curve, though single readings can be large or run the other way; the % refers to the signal ratio; note: % is set by controls: 0 for no effect and ±100 for the full control effect
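MBNL1-His + Biotin-(CUG)12, cpd titration 92 nM–58 uM; Tb anti-His Ab 0.055 ng/ul, SA-XL665 5 nM (final); 60 min RT; ratiometric 665/545 nm, Ex 340 nm; normalized to buffer and full-complex controls.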
RORg inh: qHTS for inhibitors of ROR gamma transcriptional activity; Nuclear receptor ROR-gamma (Mus musculus), P51450; Drosophila S2 Gal4-RORgamma UAS-luciferase reporter, 20 h; Potency, µM (series often up to 53.6 µM), for the others: top-dose activity change, negative = inhibition, actives largely listed as inhibitors; 310,000 tested, 5.4% active; note: % is set by controls: 0 for no effect and ±100 for the full control effect; nearly all actives have a fitted effect of over 60% in size
Target sequence (P51450 whole entry, looked up, the tested form may be a part): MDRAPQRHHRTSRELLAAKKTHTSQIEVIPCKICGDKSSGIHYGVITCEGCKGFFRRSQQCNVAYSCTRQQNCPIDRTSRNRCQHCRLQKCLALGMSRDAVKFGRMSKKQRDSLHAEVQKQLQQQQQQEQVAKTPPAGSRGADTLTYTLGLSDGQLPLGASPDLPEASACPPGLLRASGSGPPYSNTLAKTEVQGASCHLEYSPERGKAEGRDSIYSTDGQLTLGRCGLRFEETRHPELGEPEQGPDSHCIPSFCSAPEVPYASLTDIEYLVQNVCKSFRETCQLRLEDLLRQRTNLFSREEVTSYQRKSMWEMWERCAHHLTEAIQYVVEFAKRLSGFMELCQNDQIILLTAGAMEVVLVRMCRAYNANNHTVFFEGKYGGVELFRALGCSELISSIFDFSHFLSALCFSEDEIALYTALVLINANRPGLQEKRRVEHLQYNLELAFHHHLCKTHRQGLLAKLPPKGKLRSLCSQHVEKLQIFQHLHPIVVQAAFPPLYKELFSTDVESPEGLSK
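Drosophila Schneider cells stably carrying a metallothionein-driven Gal4 DBD–ROR gamma fusion and a UAS-Photinus luciferase reporter were exposed to compound for 1 hr, then induced with copper sulfate (700 uM final) for 20 hr at ambient temperature before luminescence reading.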
BRCA1 expr up: qHTS Assay to Identify Small Molecule Activators of BRCA1 Expression; MCF7-BRCA1-FFLuc reporter, luminescence, 48 h; response scale: scaled: vehicle 0%, 10 µM genistein 100%; Potency, µM (highest dose often 46.1 µM), without a hit: at the highest dose activation, most hits filed as activators; 380,000 tested, 1.1% active; AID 624202, 2012; note: nearly all actives have a fitted effect of over 80% in size; some results filed as inactive show a strong effect at the top dose
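Quantitative HTS in MCF7 cells stably reporting BRCA1 expression via firefly luciferase. Compound treatment lasts 48 h at 37 °C in phenol-red free MEM. Activation is expressed relative to genistein at 10 microM and DMSO.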
ELG1 genotox: qHTS screen for small molecules that induce genotoxicity in human embryonic kidney (HEK293T) cells expressing luciferase-tagged ELG1; AID 504466, 2011; HEK293T ELG1-luciferase reporter, luminescence, 16 h; 330,000 tested, 1.3% active; Potency, µM (series often up to 46 µM), without a hit: at the top dose activity change, positive = activation, usual class: activators; note: % of control where 0% means no effect; nearly all actives have a fitted effect of over 60% in size
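Screening used a luciferase reporter fused to human ELG1 in HEK293T cells. Luminescence was read on a CCD plate imager after 16 hr exposure and 30 min ONE-Glo incubation.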
p53 reactivation: qHTS assay for re-activators of p53 using a Luc reporter | Potency, µM (titrated, usually from 92.2 µM), for inactives: top-dose activity change, positive = activation, usual class: activators | H1299 p53-A138V BP100-luciferase reporter, luminescence, 24 h | AID 504706, 2011 | 320,000 tested, 0.063% active; note: % of control where 0% means no effect; nearly all actives have a fitted effect of over 45% in size
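H1299 (p53-null), stable ts p53-A138V + BP100-Luc; 1000 cells/well, Opti-MEM/10% FBS; cpd 4 pt, 1:5; 24 h, 37 deg C, 5% CO2; detection reagent 10 min RT; luminescence.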
Rab9 prom act: qHTS Assay for Rab9 Promoter Activators. Huh7 Rab9 promoter-luciferase reporter, luminescence, 24 h. Potency, µM (series often up to 9.22 µM), inactives show top-dose activation, negative = inhibition, actives largely listed as activators. 320,000 tested, 2.8% active. AID 485297, 2010; note: % of control where 0% means no effect; nearly all actives have a fitted effect of over 60% in size
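Huh7 reporter line, Rab9 promoter upstream of luciferase. Compound exposure 24 h at 37 °C in reduced-serum medium with 10% FBS. Read-out: luminescence.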
Gal4-VP16 FLuc: VP16 counterscreen qHTS for inhibitors of ROR gamma transcriptional activity; 310,000 tested, 3.5% active; Drosophila S2 Gal4-VP16 UAS-luciferase, luminescence, 20 h; AID 2546, 2010; Potency, µM (highest dose often 53.6 µM), inactives show at the top dose activity, negative = inhibition, most hits filed as inhibitors;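 note: Gal4-VP16 expression switched on by copper sulfate through the metallothionein promoter; % is set by controls: 0 for no effect and ±100 for the full control effect; nearly all actives have a fitted effect of over 50% in size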
uPA surface inh: qHTS for Inhibitors of Cell Surface uPA Generation; cell surface uPA generation assay, qHTS; Potency, µM (top dose mostly 38.3 µM), for the others: at the highest dose activity change, negative = inhibition, usual class: inhibitors; 330,000 tested, 0.31% active; active = well fitted inhibition curve with a large enough effect; inconclusive = small, poorly fitted or top-dose-only effect; inactive = no such curve, though single readings can be large or run the other way; tested in mouse RAW 264.7 cells; note: % is set by controls: 0 for no effect and ±100 for the full control effect; nearly all actives have a fitted effect of over 55% in size
NPC1 prom act: qHTS Assay for NPC1 Promoter Activators; Huh7 NPC1 promoter luciferase reporter, 24 h; Potency, µM (series often up to 9.22 µM), inactives show at the top dose activation, usual class: activators; AID 485313, 2010; 320,000 tested, 2.4% active;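 note: % of control where 0% means no effect; nearly all actives have a fitted effect of over 60% in size; reporter is driven by a mutant NPC1 promoter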
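Readout is luciferase luminescence, reflecting NPC1 promoter activation in stably transfected Huh7 cells after 24 h compound exposure at 37 °C in reduced-serum medium with 10% FBS.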
FLuc counter: qHTS profiling assay for firefly luciferase inhibitor/activator using purifed enzyme and Km concentrations of substrates (counterscreen for miR-21 project) | Luciferin 4-monooxygenase (Photinus pyralis), P08659 | purified FLuc, Km substrates, luminescence inhibition | Potency, µM (highest dose often 57.5 µM), for inactives: top-dose activity change, negative = inhibition, usual class: inhibitors | 360,000 tested, 6.9% active | AID 588342, 2011;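 note: plate controls were vehicle for no effect and reference inhibitor for full effect; nearly all actives have a fitted effect of over 55% in size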
Target sequence (P08659 whole entry, looked up): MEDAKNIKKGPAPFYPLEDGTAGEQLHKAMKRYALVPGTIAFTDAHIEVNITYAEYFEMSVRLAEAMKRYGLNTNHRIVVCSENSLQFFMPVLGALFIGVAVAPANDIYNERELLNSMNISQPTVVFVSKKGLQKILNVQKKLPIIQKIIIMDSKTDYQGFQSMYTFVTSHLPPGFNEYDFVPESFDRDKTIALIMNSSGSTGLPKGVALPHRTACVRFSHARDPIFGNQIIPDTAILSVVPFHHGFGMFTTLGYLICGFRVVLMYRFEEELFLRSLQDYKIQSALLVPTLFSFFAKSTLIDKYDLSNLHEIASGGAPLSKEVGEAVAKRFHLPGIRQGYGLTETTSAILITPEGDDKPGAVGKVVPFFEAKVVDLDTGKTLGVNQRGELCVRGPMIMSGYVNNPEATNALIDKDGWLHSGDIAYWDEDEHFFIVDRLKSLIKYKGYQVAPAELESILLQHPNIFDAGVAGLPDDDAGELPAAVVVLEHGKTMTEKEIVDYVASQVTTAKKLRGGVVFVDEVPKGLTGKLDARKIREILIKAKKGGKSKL
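Purified P. pyralis luciferase (10nM final) with 10uM D-luciferin and 10uM ATP (Km levels) in 50mM Tris acetate pH 7.5, 10mM Mg acetate, 0.01% Tween-20, 0.05% BSA; qHTS 6-point titration, ~60 µM downward; luminescence read.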
The depositor's hits bear a star; ? = inconclusive; . = no result given; & = joins results of further samples; [ ] = another dose, or the depositor's remark. Unless noted, calls come from the whole dose curve; as a rule, active = well fitted curve in the direction sought with a large enough effect; inconclusive = small, poorly fitted or top-dose-only effect, or another doubt; inactive = no such curve, though single readings can be large; an effect the other way counts as inactive or inconclusive. Potency is the fitted concentration of half-maximal effect.

mol,p53 reactivation,MBNL1 CUG block,Gal4-VP16 FLuc,BRCA1 expr up,FLuc counter,RORg inh,NPC1 prom act,uPA surface inh,ELG1 genotox,Rab9 prom act
COc1cc2c(cc1OC)-c1cc(NC3CCCCCCC3)nc(=O)n1CC2,-16.7%,-14.5%,-7.6%,-4.5%,?,23.2%,-3.0%,-7.8%,14.5%,0.8%
COc1ccc(C(C(=O)NCc2ccccc2)N(C(=O)c2snc(C(N)=O)c2N)C2CCCC2)cc1 (stereo not given),-2.2%,-2.2%,-4.3%,-12.4%,-1.3%,-18.4%,-2.9%,-2.5%,-0.7%,0.8%
COc1cc(NC(=O)CSc2nc3ncnc(N)c3[nH]2)c(C(=O)O)cc1OC,2.1%,-3.4%,-3.9%,-3.1%,-0.2%,12.7%,-0.5%,3.5%,4.0%,-2.6%
CCOC(=O)/C(C#N)=C/c1cc2ccccc2nc1N1CCOCC1,-1.2%,?,?,2.2%,-1.5%,-9.6%,-1.3%,-9.6%,2.9%,3.6%
Cc1cc(C)n2cc(CSc3ccccn3)nc2n1,4.3%,.,2.7%,0.0%,-5.7%,3.0%,-1.6%,3.6%,0.0%,1.2%
O=C(CSc1cn[nH]n1)Nc1ccc(O)c(C(=O)O)c1,1.5%,1.5%,-8.0%,-6.7%,2.4%,-8.0%,0.9%,-1.0%,-7.2%,1.6%
COC(=O)[C@@H](NC(=O)c1ccccc1OC1CCN(S(C)(=O)=O)CC1)C(C)C,.,-3.9%,8.9%,1.4%,0.1%,?,7.2%,-0.6%,-3.5%,7.4%
Cc1ccc(S(=O)(=O)N2CCN(C(=O)c3cc4c(s3)CCCC4)CC2)c(C)c1,-2.6%,.,.,-19.7%,5.3%,.,-2.6%,12.9%,-7.5%,-2.3%
Cc1ccc(CN2CCN(CCC(C)C)C(CCO)C2)s1 (stereo not given),-0.8%,-0.1%,-1.7%,-5.3%,-0.7%,6.4%,-2.6%,3.5%,1.7%,-2.7%
Cc1nc2ccccc2c2oc(C(=O)NCCCN3CC(C)CC(C)C3)cc12 (stereo not given),-1.3%,-1.9%,-2.5%,20.5%,0.0%,-17.0%,-3.9%,5.0%,7.5%,-0.9%
O=[N+]([O-])c1ccccc1Nc1cccnc1,-5.6%,.,.,-2.8%,1.4%,.,-0.9%,-12.7%,-0.3%,-1.5%
O=C(NCc1cccs1)c1ccc([N+](=O)[O-])cc1Cl,?,?,?,61.0%,-11.5%,19.4%,9.4%,-1.6%,10.0%,9.3%
CCCCc1c(O)nc(N2CCN(Cc3ccccc3)CC2)[nH]c1=O,1.1%,-6.2%,-5.1%,6.0%,1.4%,22.3%,0.5%,1.4%,-4.3%,-3.5%
CCOc1ccc(C(=O)Nc2cc(C)on2)cc1OCC,13.5%,5.5%,.,5.5%,2.8%,-6.3%[0.365 µM],-1.0%,-1.4%,11.7%,1.4%
COc1ccc(C(C)=O)cc1Cn1cnc2c(cnn2C)c1=O,1.2%,.,3.5%,0.6%,5.4%,-10.2%,1.4%,1.7%,2.0%,11.5%
CCC(=O)N1CCN(c2nc3ccccc3s2)CC1,28.5%,-1.4%,6.6%,?,16.9µM*,?,?,-11.6%,6.2%,3.16µM*
Cc1ccc(-c2cc(C(F)F)n3ncc(C(=O)N4CCc5ccccc5C4)c3n2)cc1,-0.9%,4.8%,-1.8%,-66.2%,0.9%,0.8%,-3.7%,-13.7%,-4.3%,-9.1%
CC(=O)Nc1ccc(S(=O)(=O)NCCSCc2ccco2)cc1,-3.4%,-12.7%,-1.1%,-2.6%,-2.9%,-1.2%,0.7%,4.8%,-6.8%,4.6%
Cc1ccccc1Cn1c2ccccc2c2cnn(CC(=O)NCc3ccccn3)c(=O)c21,-2.5%,7.6%,-1.2%,3.9%,0.2%&-2.8%,-24.8%,-9.1%,-4.6%,-3.2%,0.5%
CSC(=Nc1ccc(Cl)cc1)N[n+]1ccccc1,3.1%,9.4%,0.6%,-12.2%,1.8%,15.0%,2.9%,2.5%,-6.5%,-2.9%
CC(OC(=O)Cn1cc(C(F)(F)F)ccc1=O)C(=O)NC(C)c1ccc(Cl)cc1Cl (stereo not given),-2.7%,.,.,-20.6%,-0.2%,.,-1.7%,-8.7%,0.3%,-9.2%
CC(C)C(=O)Nc1ccc2c(c1)C(=O)NC2=O,3.2%,?,-9.5%,-5.6%,-7.9%,21.9%,-8.5%,1.8%,-6.5%,-3.3%
CCOC(=O)CSc1ccc(C(=O)NCCN2CCOCC2)cc1[N+](=O)[O-],7.7%,?,-9.3%,-11.2%,0.4%,-6.0%,-0.6%,3.1%,1.5%,-3.0%
CC(C)C(NC(=O)/C(=C\c1ccco1)NC(=O)c1ccco1)C(=O)O (stereo not given),?,0.0%,-6.2%,-6.0%,2.3%,6.7%,-0.2%,-6.1%,-0.8%,0.8%
OC1(C#CCCN2CCCCC2)c2ccccc2-c2ccccc21,8.1%,5.7%,-2.0%,-5.6%,0.2%,-15.1%,-1.7%,-0.1%,-2.4%,-3.9%
Cc1nn(CCC#N)c(NC(=O)c2ccc(Cl)cc2)c1P(=O)(Nc1ccc([N+](=O)[O-])cc1)N1CCOCC1 (stereo not given),-4.4%,24.9%,-4.6%,-0.6%,-0.7%,6.7%,-3.1%,1.5%,0.0%,-3.8%
COc1ccccc1C(=O)Nc1ccc(C(=O)/C=C/c2cccs2)cc1,18.0%,.,-25.0%,-18.6%,-18.5%,-34.8%,-2.3%,-5.4%,0.9%,-9.3%
O=C(COC(=O)c1ccc([N+](=O)[O-])s1)Nc1ccccc1,-1.1%,?,-4.8%,-0.3%,-7.4%,-6.1%,0.5%,-4.6%,-4.9%,5.6%
COc1cc(C(=O)N/N=C(\Cc2ncc[nH]2)c2ccccc2)cc(OC)c1OC,?,38.8%[activator],-6.5%,-60.6%,5.3%,?,-9.0%,42.2%[activator],9.8%,-3.9%
CCOC(=O)c1c(C)n(-c2ccc(OC)cc2)c2c(C/C(C)=N/O)c(Br)c(OC)c(O)c12,10.3%,-2.0%,2.6%,7.2%,3.9%,-14.4%,7.3%,-3.9%,-1.1%,-1.4%
COc1cc(NC(=O)CNC(c2ccccc2)c2ccccc2)cc(OC)c1OC,-1.0%,-3.1%,-0.4%,-25.0%,0.6%,30.9%,0.1%,0.0%,-9.0%,-0.6%
COCCN1CCN(Cc2cn(C)nc2-c2ccc(Oc3ccccc3)cc2)CC1,-3.8%,-1.8%,1.3%,2.5%,0.9%,11.6%,-3.1%,-11.0%,-2.5%,-3.3%
O=c1[nH]nnc2sc3c(c12)CCCC3,-6.5%,?,1.2%,16.0%,-3.5%,18.2%,-0.1%,7.6%,-12.1%,3.6%
Cc1ccccc1CCN(C(=O)CN1C(=O)c2ccccc2S1(=O)=O)C(C(=O)NCC1CCCO1)c1ccncc1 (stereo not given),-4.7%,-13.6%,4.3%,-6.2%,3.7%,21.9%,1.2%,2.7%,0.6%,1.7%
COc1cccc(CC(=O)NNC(=O)c2c(-c3ccccc3)noc2C)c1,-3.4%,-12.5%,-8.5%,0.5%,-1.1%,-4.1%,1.8%,-12.4%,-0.3%,1.3%
CC(=O)Nc1ccc2c(c1)CCCC2=O,8.5%,0.9%,-14.9%,52.9%,-7.4%,-5.6%,8.8%,4.3%,11.8%,0.5%
CCOc1ccc2nc(SCC(=O)Nc3nonc3C)[nH]c2c1,-1.0%,-9.8%,-1.7%,0.3%,-19.4%,10.3%,1.3%,2.9%,-2.3%,-12.5%
OC(COc1cccc(OCC(O)CN2CCOCC2)c1)CN1CCOCC1 (stereo not given),-4.7%&1.6%,-8.1%&4.6%,-3.3%&6.5%,4.8%&-17.1%,-1.1%&0.5%,1.7%&-15.1%,-1.7%&14.7%,11.5%&0.3%,-9.4%&-1.5%,2.4%&-5.3%
O=[N+]([O-])c1ccc(-[n+]2nc(-c3ccccc3)nn2-c2ccccc2)cc1,-13.4%,?,?,-20.9%,0.0%,-42.8%,-2.5%,0.2%,-10.0%,-1.5%
Cc1cc(NC(=O)c2sc(Nc3ccc(F)c(Cl)c3)nc2N)no1,1.3%,-2.1%,4.6%,10.1%,2.6%,?,-0.1%,6.0%,14.6%,13.2%
CC(=O)Nc1ccc(S(=O)(=O)NCCCc2ccccc2)cc1,-1.2%,3.0%,4.9%,-28.6%,1.0%,8.4%[1.91 µM],6.8%,2.8%,-6.2%,-1.3%
COC(=O)CSc1nc2ccc(C)cc2cc1C#N,?,192.2%[activator],6.1%[10 µM],?,?,-22.1%,3.55µM*,-14.4%,?,0.794µM*
O=C(N/N=C/c1cccc([N+](=O)[O-])c1)C1CC1c1ccccc1 (stereo not given),-11.3%,?,-14.5%,2.6%,2.8%,?,2.9%,8.9%,-0.2%,-2.3%
